# TEAD-YAP inh: TEAD-YAP interaction inhibition, primary screen, TEAD-YAP interaction inhibitor project, luminescence, HEK-TIYL cells; TEAD-Gal4/YAP UAS-luciferase luminescence; hit rate 1.4% among 640,000; inhibition, % at 9.12 µM; in the data active = inhibition above about 32%;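 also: 0% = median of test compound wells and 100% = reference inhibitor wells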
# FBW7 activator: FBW7 E3 ligase activators, primary screen, biochemical, AlphaScreen, human; normalized activity (activation), % at 26.1 µM; AlphaScreen FBW7–phospho-cyclin E peptide binding, activator screen; hit rate 0.13% among 650,000; in the data active = normalized activity above about 1.9%;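 also: purified mutant Fbw7 with reduced substrate affinity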
# GPR151 ag: activators of human GPR151, primary screen, cell-based, PathHunter beta-arrestin, luminescence | G-protein coupled receptor 151 (Homo sapiens), Q8TDV0 | PathHunter beta-arrestin GPR151 cells | activation, % at 11.2 µM | hit rate 1% among 650,000; in the data active = activation above about 4.9%;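 also: 0% = median of compound wells and 100% = cells with positive control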
# Target sequence (Q8TDV0 whole entry, looked up): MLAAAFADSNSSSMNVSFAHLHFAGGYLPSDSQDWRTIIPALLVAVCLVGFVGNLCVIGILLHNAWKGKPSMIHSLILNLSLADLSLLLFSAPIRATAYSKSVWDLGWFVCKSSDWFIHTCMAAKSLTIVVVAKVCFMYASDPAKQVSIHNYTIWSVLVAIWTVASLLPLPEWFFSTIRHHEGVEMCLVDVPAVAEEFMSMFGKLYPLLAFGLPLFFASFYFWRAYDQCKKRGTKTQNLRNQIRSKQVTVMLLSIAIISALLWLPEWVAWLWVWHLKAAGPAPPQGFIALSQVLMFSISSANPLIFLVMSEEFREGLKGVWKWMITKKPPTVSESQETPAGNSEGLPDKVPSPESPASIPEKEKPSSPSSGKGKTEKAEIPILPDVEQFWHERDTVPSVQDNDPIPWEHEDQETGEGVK
# MITF primary: MITF inhibitors, primary screen, biochemical, AlphaScreen, human; Microphthalmia-associated transcription factor (Homo sapiens), O75030; AlphaScreen MITF homodimerization, bead proximity signal; inhibition, % at 2.6 µM; hit rate 0.91% among 650,000; AID 1259374, 2018; in the data active = inhibition above about 50%;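 also: 0% = vehicle wells with protein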
# Target sequence (O75030 whole entry, looked up): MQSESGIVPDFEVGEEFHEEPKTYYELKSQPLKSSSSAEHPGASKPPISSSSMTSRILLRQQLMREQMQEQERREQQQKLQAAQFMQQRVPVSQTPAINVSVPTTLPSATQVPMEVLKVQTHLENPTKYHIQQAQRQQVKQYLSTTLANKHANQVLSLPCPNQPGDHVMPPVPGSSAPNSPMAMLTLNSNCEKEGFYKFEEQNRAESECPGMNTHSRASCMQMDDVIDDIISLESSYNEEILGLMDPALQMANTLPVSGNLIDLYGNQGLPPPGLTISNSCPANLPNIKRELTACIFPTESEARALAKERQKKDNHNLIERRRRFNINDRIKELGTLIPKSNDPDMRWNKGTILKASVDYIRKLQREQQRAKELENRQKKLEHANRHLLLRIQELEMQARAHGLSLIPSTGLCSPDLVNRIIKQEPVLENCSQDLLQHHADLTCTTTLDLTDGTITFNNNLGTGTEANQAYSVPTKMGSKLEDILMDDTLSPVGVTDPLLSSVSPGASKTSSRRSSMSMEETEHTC
# The depositor's hits bear a star. Not a hit list (roughly 3.4% active in at least one column).
# The opening 3 entries (preview)
cpd	mol	FBW7 activator	MITF primary	GPR151 ag	TEAD-YAP inh
1	CN1CCN(C(=O)CN2CCN(Cc3ccc(Cl)cc3)C2=O)CC1	-0.1	-10	-0.4	-8
2	O=C1CC(=O)Nc2cc(S(=O)(=O)NCc3ccco3)ccc2N1	0.0	-10	-0.3	-5
3	O=C(CCN1C(=O)/C(=C\c2ccccc2)SC1=S)N1CCCCC1	0.8	-1	-1.1	4

# Main list, repeating the preview:
cpd	mol	FBW7 activator	MITF primary	GPR151 ag	TEAD-YAP inh
1	CN1CCN(C(=O)CN2CCN(Cc3ccc(Cl)cc3)C2=O)CC1	-0.1	-10	-0.4	-8
2	O=C1CC(=O)Nc2cc(S(=O)(=O)NCc3ccco3)ccc2N1	0.0	-10	-0.3	-5
3	O=C(CCN1C(=O)/C(=C\c2ccccc2)SC1=S)N1CCCCC1	0.8	-1	-1.1	4
4	O=C(NN1C(=O)/C(=C/c2ccc(O)cc2)SC1=S)c1ccncc1	-0.1	4	-0.7	9
5	Cc1cc(C(=O)N/N=C/c2cc(Cl)cc([N+](=O)[O-])c2O)n[nH]1	-0.8	20	-0.8	-9
6	COc1cc2c(cc1OC)-c1nnc(-c3cccs3)n1C1(CCCC1)C2	0.0	10	0.3	-1
7	CC(=O)N1CCc2cc(S(=O)(=O)N(CCO)Cc3ccccc3)ccc21	-0.1	6	1.5	0
8	COc1cccc(/C=C2\N=C(c3ccccc3Br)OC2=O)c1OC	0.1	1	0.7	-5
9	O=C(NCCC1=CCCCC1)c1cn(-c2ccc(F)cc2F)c(=O)c2ccccc12	-0.3	13	-0.9	-11
10	O=C(OCc1nc2ccccc2s1)[C@@H]1CCCN1S(=O)(=O)c1ccccc1F	0.1	3	-0.6	-3
11	FC(F)(F)c1cccc(-n2cc(-c3ccccc3)c3c(N4CCCCC4)ncnc32)c1	0.2	1	-1.1	0
12	Cc1cc(NCc2nc3ccccc3[nH]2)nc(Nc2nc3ccccc3n2C)n1	0.0	16	-0.2	7
13	CCOC(=O)c1c(C)[nH]c(-c2ccccc2)c1-c1ccccc1	-0.1	-21	1.4	-3
14	O=C(Nc1ccc(NC(=O)c2cc(Br)ccc2I)cc1)c1cccc(Cl)c1	-0.3	4	0.0	-2
15	CCOc1ccc(C2C3=C(CC(C)(C)CC3=O)Nc3ncnn32)cc1OC (centres undefined)	0.7	16	0.8	4

# Ordered by SMILES length (high to low): part of the list above.
cpd	mol	FBW7 activator	MITF primary	GPR151 ag	TEAD-YAP inh
5	Cc1cc(C(=O)N/N=C/c2cc(Cl)cc([N+](=O)[O-])c2O)n[nH]1	-0.8	20	-0.8	-9
12	Cc1cc(NCc2nc3ccccc3[nH]2)nc(Nc2nc3ccccc3n2C)n1	0.0	16	-0.2	7
2	O=C1CC(=O)Nc2cc(S(=O)(=O)NCc3ccco3)ccc2N1	0.0	-10	-0.3	-5

# (listing goes on)
cpd	mol	FBW7 activator	MITF primary	GPR151 ag	TEAD-YAP inh
16	O=C(c1cccc(Br)c1)N1CCCCC1	-0.1	14	1.2	0
17	CC(C)(C)C1CCc2c(sc(NC(=O)c3cccnc3)c2C(=O)Nc2ccccc2Cl)C1 (centres undefined)	-0.2	-4	-1.6	-7
18	CN(C)S(=O)(=O)c1cccc(CSc2nnc(Nc3ccccc3F)s2)c1	-0.1	-6	0.9	-31
19	COc1ccc(/C=C2/SC(=O)N(CCN=C3NS(=O)(=O)c4ccccc43)C2=O)cc1	-0.1	-17	-0.4	-6
20	COCC(C)NC(=O)c1ccccc1I (centres undefined)	0.1	15	-0.8	2
21	Cc1ccc(-c2nc(CSCC(=O)NC3CC3)c(C)o2)cc1	0.0	6	1.3	-6
22	CC[C@H](C)[C@H](NC(N)=O)C(=O)NNC(=O)C1COc2ccccc2O1 (some centres undefined)	-0.1	4	-0.2	-5
23	COc1ccc(CN2CCN(C3CCN(C(C)=O)CC3)CC2CCO)c(C)c1C (centres undefined)	0.2	7	-0.4	7
24	CCCCOC(=O)n1c(=O)oc2cc([N+](=O)[O-])ccc21	-0.1	-8	-0.4	-32
25	CCOc1ccc(C(=O)Nc2ccc(S(=O)(=O)Nc3nccc(C)n3)cc2)cc1OCC	-0.1	7	0.5	7
26	COc1ccc(-c2nnc(SCc3csc(N)n3)o2)cc1	0.2	16	-1.9	-47
27	O=C1NC(=Nc2ccc(F)cc2)S/C1=C/c1ccccc1	0.4	10	1.0	-14
28	COc1cc(/C=C/C(=O)OCc2csc(C)n2)ccc1O	0.0	1	0.9	-11
29	CC(=O)Nc1ccc(S(=O)(=O)Nc2nc3n(n2)C(c2ccccc2)CC(=O)N3)cc1 (centres undefined)	0.1	3	0.4	9
30	CCCS(=O)(=O)c1c(S(=O)(=O)CCC)c2cnccn2c1C(=O)c1ccc(C)cc1	-0.1	2	-0.5	-25
31	COCCCNC(=O)c1cc(S(=O)(=O)N2CCc3ccccc32)ccc1F	-0.1	-8	-0.2	-4
32	CC1(C)CC(=O)c2sc(NC(=O)c3cc(Cl)sc3Cl)nc2C1	0.4	2	-0.7	-7
33	O=C(CCc1nnc(-c2ccccc2)o1)NCc1cc(F)ccc1F	0.0	0	-1.0	-7
34	Cc1ccc2oc(-c3cccc(NC(=O)c4cc5ccccc5o4)c3C)nc2c1	0.1	-5	-0.1	-7
35	CCCSc1nnc2c(n1)OC(/C(C)=C/c1ccccc1)Nc1ccccc1-2 (centres undefined)	-0.2	-1	-0.4	-58
36	Nc1cccc(-c2nc(NCCCN3CCCC3=O)c3ncn(CCN4CCCC4=O)c3n2)c1	0.0	1	1.5	0
37	CCOC(=O)c1ccc(NS(=O)(=O)c2cc(Br)c(C)cc2OC)cc1	0.8	10	-0.8	7
38	Cc1c(S(=O)(=O)Nc2ccc3c(c2)OCCO3)c(=O)n(C)c(=O)n1C	0.1	14	-0.4	-2
39	CCn1cc(/C=C2/C(=O)NC(=O)N(c3ccc4c(c3)OCO4)C2=O)c2ccccc21	0.1	13	-0.6	11
40	COc1ccc(C2=NC3(CCCCC3)N(CC(=O)Nc3cccc(C)c3)C2=O)cc1	-0.1	3	3.7	1
41	COc1ccccc1C(=O)C1C(=O)NC23CCN(C)CC2C1c1cc(Cl)ccc1O3 (centres undefined)	-0.5	-3	0.0	-9
42	CC(C)N(Cc1nc(-c2ccccc2)no1)C(=O)c1ccccc1F	0.6	13	-0.9	11
43	COc1ccc(NC(=O)c2c(C)nc3c(C)cccn23)cc1OC	-0.2	1	-0.1	-2
44	Cc1cc(C)cc(NC(=O)N2CCCC2C(=O)NCc2ccco2)c1 (centres undefined)	0.1	19	0.2	9
45	Cc1cc(OCC(=O)NNC(=O)C(C)(C)C)cc(C)c1Cl	-0.1	-7	1.1	13
46	Cc1cc(C)c(C#N)c(SCc2nc3ncccn3c2Br)n1	0.0	5	-0.5	-20
47	CCS(=O)CCSc1nc(C)cc(C)n1 (centres undefined)	0.0	-7	1.2	-17
48	Nc1ncc(Cc2ccc(F)cc2)s1	0.0	0	0.2	7
49	CCOc1ccc(N2C(=O)CSC2c2cccc(Br)c2)cc1 (centres undefined)	0.0	-14	-1.5	-12
50	CCCCCNC(=O)CCCCn1c(=O)[nH]c2ccccc2c1=O	0.1	-6	0.1	2
51	O=S(=O)(c1ccc2c(c1)N=Cc1c(F)cccc1O2)N1CCOCC1	-0.2	-11	0.0	45*
52	Cc1c(C(=O)NCc2ccco2)oc2ccc(S(=O)(=O)N3CC(C)CC(C)C3)cc12 (centres undefined)	0.1	-1	-0.2	-10
53	O=C(CSc1nc2cc(C(=O)NCc3ccco3)ccc2c(=O)n1CC1CCCO1)c1ccccc1 (centres undefined)	0.2	3	0.2	7
54	C=CCOC(=O)COc1ccc2c(=O)c(-c3ccccc3OC)c(C)oc2c1	0.2	-1	-0.1	-4
55	O=S(=O)(c1ccccc1)N(CC1CO1)c1ccccc1 (centres undefined)	0.4	-2	-0.4	-2
56	Cc1ccc(NC(=O)c2c(C)c(-c3ccc(Cl)cc3)nc3ccccc23)c(C)c1	0.0	16	1.2	5
57	CCN1C(=O)c2cccc3c(S(=O)(=O)N4CCN(CCO)CC4)ccc1c23	0.3	35	1.0	7
58	CSCCOC(=O)C1=C(C)NC(=O)NC1c1ccc(Cl)cc1 (centres undefined)	-0.1	2	1.1	19
59	COc1ccc(-n2nc(C(=O)NCC(=O)Nc3ccc4c(c3)OCO4)c3ccccc3c2=O)c(OC)c1	-0.1	13	-0.8	-5
60	O=C(Cn1cnc2c(cnn2-c2ccc(F)cc2)c1=O)OCc1ccccc1	0.3	18	-0.5	6
61	O=C(Nc1cccc2cccnc12)c1cccc(F)c1	0.3	18	-1.2	-35
62	Cn1cc([N+](=O)[O-])c(C(=O)Nc2nc(-c3ccc(Cl)cc3)cs2)n1	-0.1	-3	0.1	-7
63	COc1ccc(NS(=O)(=O)c2ccc3oc(=O)c4ncn(C)c4c3c2)cc1	-0.3	8	1.0	3
64	COc1ccc(N2CCN(c3nc(Nc4ccc(C)c(F)c4)nc(N4CCCC4)n3)CC2)cc1	0.1	7	-1.0	3
65	CCCn1c(CCCNC(=O)c2ccco2)nc2ccccc21	-0.2	6	0.3	-7
66	CC(C)CCOc1ccccc1C(=O)NCCCC(=O)O	-0.1	-14	-1.0	8
67	CCN(CC)C(=O)CSc1nc2ccccc2n1C(=O)NC1CCCCC1	0.2	6	-0.2	-8
68	COc1cc(NC(=O)c2cc(-c3cccc(O)c3)on2)c(OC)cc1Cl	-0.1	0	0.6	-2
69	CN1CCCN(S(=O)(=O)c2ccccc2)CC1	0.2	23	-2.0	2
70	CCOc1ccc(C2C3CN(C)CC=C3C(C#N)=C(N)C2(C#N)C#N)cc1OC (centres undefined)	-0.1	11	-0.9	3
71	CCNC(=O)N1CCN(Cc2ccco2)CC1C(=O)NCc1ccccc1 (centres undefined)	-0.1	7	0.6	-3
72	O=C(Cn1c(Cc2ccccc2)nc2ccccc21)Nc1ccc(N2CCOCC2)cc1	-0.1	8	0.0	7
73	Cc1c(C(=O)Nc2ccc(Br)cc2C(=O)O)cccc1[N+](=O)[O-]	0.2	12	-1.4	5
74	Cc1ccc(-c2nc(Nc3ccc(F)cc3)c3ccccc3n2)cc1	0.0	11	-0.4	-13
75	COc1ccccc1N1CCN(C(=O)CN(c2cccc(C)c2C)S(C)(=O)=O)CC1	-0.1	10	1.7	-4

# Later entries.
cpd	mol	FBW7 activator	MITF primary	GPR151 ag	TEAD-YAP inh
76	COc1cc(-c2nnc(SCC(C)=O)o2)cc(OC)c1OC	0.0	11	1.0	0
77	COc1ccc(Cn2ccnc2SCC(=O)Nc2nccs2)cc1	-0.3	-6	1.3	-16
78	CCOC(=O)c1cnc2cc(C(F)(F)F)ccc2c1Nc1cccc(OC)c1	0.0	-2	-0.9	-21
79	COC(CNC(=O)CN1C(=O)/C(=C/c2ccccc2)Oc2ccc(C(C)(C)C)cc21)OC	0.1	11	2.8	1
80	C=CCNC(=O)COC(=O)Cc1ccc(Br)cc1	-0.2	-3	-0.5	-4
81	C=CCn1c(CCN2C(=O)c3cccc4cccc(c34)C2=O)nnc1SCc1ccc(C(=O)OC)cc1	0.0	-20	-1.1	-5
82	C/C=C(\C)C(=O)N1CCc2c(cnc(C)c2CNC(=O)c2ccsc2)C1	-0.2	3	1.3	-29
83	CC(=O)c1ccc(NC(=O)CSc2ccc3nnc(-c4cccnc4)n3n2)cc1	-0.1	-25	-0.2	4
84	COc1cc([N+](=O)[O-])cc(C=Nc2ccc(-c3nc4ncccc4o3)cc2)c1O	0.3	-1	-0.3	-29
85	Cc1cc(=O)oc2cc(OC(=O)CCCNC(=O)OCc3ccccc3)c(Cl)cc12	0.4	16	-1.3	2
86	Nc1ccc(-c2nnn(CC(=O)NC3CCCC3)n2)cc1	0.0	10	3.5	4
87	CCOC(=O)C1CCN(C(=O)c2sc3ncn(CC(=O)N4CCOCC4)c(=O)c3c2C)CC1	0.0	4	-0.8	13
88	CC1=C(C(=O)OC(C)C)C(c2ccc(F)cc2)n2ncnc2N1 (centres undefined)	-0.1	-2	-1.3	1
89	COC(=O)C1=C(C(=O)c2ccccc2)C(c2ccc(Cl)cc2)n2nnnc2N1 (centres undefined)	0.0	4	-0.1	-1
90	O=C(/C=C1\SC(=O)NC1=O)NCC1Cc2cccc(-c3ccccc3C(F)(F)F)c2O1 (centres undefined)	-0.1	-1	-0.7	-1
91	Cc1cccc(/C=C2/NC(=O)NC2=O)c1	0.0	13	0.4	-3
92	CC(C(=O)Nc1cc(F)ccc1F)N1C(=O)c2ccccc2S1(=O)=O (centres undefined)	-0.1	6	-0.8	1
93	Cn1c(=O)n(C)c2cc(S(=O)(=O)NCCCCCC(=O)O)ccc21	-0.2	-8	-1.1	6
94	COc1cccc(C2=NN(C(=O)CCC(=O)O)C(c3ccco3)C2)c1 (centres undefined)	0.3	16	-0.2	-4
95	CC(C)(C)c1ccc(C(=O)NCCCN=C2NS(=O)(=O)c3ccccc32)cc1	-0.2	3	-1.2	-9
96	CCOCC(=O)NCc1ccc2c(c1)cc(C)n2C	-0.3	-6	-0.7	-6
97	CC(C)(C)NC(=O)CCc1nc(-c2ccc(C(C)(C)C)cc2)no1	0.5	-4	4.0	51*
98	O=C(Cc1c(F)cccc1Cl)NCC1CCCO1 (centres undefined)	-0.1	-2	-0.2	-3
99	CC(=O)c1ccc(OCc2cc(C(=O)NC(C)c3cnn(C)c3)no2)cc1 (centres undefined)	0.0	2	-0.2	-47

# Source: PubChem BioAssay
